VP16 counter – inhibits Gal4-VP16 luciferase reporter, ROR gamma counter-screen; 3.5% of 310,000 active; Potency, µM (series often up to 53.6 µM), without a hit: at the highest dose activity, negative = inhibition, most hits filed as inhibitors; Drosophila S2 Gal4-VP16 UAS-luciferase, luminescence, 20 h; AID 2546;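 note: Gal4-VP16 expression switched on by copper sulfate through the metallothionein promoter; potency is the fitted concentration of half-maximal effect; % is set by controls: 0 for no effect and ±100 for the full control effect; nearly all actives have a fitted effect of over 50% in size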
Rab9 promoter act – Rab9 promoter activation. Huh7 Rab9 promoter-luciferase reporter, luminescence, 24 h. Potency, µM (top dose mostly 9.22 µM), for inactives: top-dose activation, negative = inhibition, most hits filed as activators. 2.8% of 320,000 active. AID 485297; note: potency is the fitted concentration of half-maximal effect; % of control where 0% means no effect; nearly all actives have a fitted effect of over 60% in size
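Huh7 cells stably carrying a Rab9 promoter-luciferase reporter, 1500 cells per well in OP-MEM I with 10% FBS, treated with compound 24 hours at 37C. Luciferase activity read by luminescence after 10 minutes with Amplite reagent.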
FLuc modulator – inhibits or activates purified firefly luciferase, miR-21 counter-screen | purified FLuc, Km substrates, luminescence inhibition | 6.9% of 360,000 active | P08659 | Potency, µM (series often up to 57.5 µM), without a hit: at the highest dose activity change, negative = inhibition, usual class: inhibitors;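 note: potency is the fitted concentration of half-maximal effect; plate controls were vehicle for no effect and reference inhibitor for full effect; nearly all actives have a fitted effect of over 55% in size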
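Purified P. pyralis luciferase (10nM final) with 10uM D-luciferin and 10uM ATP (Km levels) in 50mM Tris acetate pH 7.5, 10mM Mg acetate, 0.01% Tween-20, 0.05% BSA; qHTS 6-point titration, ~60 µM downward; luminescence read.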
BRCA1 expr up – activators of BRCA1 expression | Potency, µM (highest dose often 46.1 µM), for inactives: at the highest dose activation, usual class: activators | 1.1% of 380,000 active | MCF7-BRCA1-FFLuc reporter, luminescence, 48 h; response scale: scaled: vehicle 0%, 10 µM genistein 100% | AID 624202; note: potency is the fitted concentration of half-maximal effect; nearly all actives have a fitted effect of over 80% in size; some results filed as inactive show a strong effect at the top dose
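Reporter cells (MCF7, BRCA1 promoter-firefly luciferase) received library compounds across a concentration series for 48 h. End-point luminescence was measured and concentration-effect curves derived after normalization.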
ELG1 genotoxic – inducers of genotoxicity in HEK293T ELG1-luciferase cells; HEK293T ELG1-luciferase reporter, luminescence, 16 h; Potency, µM (doses to about 46 µM), without a hit: at the top dose activity change, positive = activation, hits mostly activators; 1.3% of 330,000 active; note: potency is the fitted concentration of half-maximal effect; % of control where 0% means no effect; nearly all actives have a fitted effect of over 60% in size
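Reporter readout depends on ELG1 protein level, which increases with genetic stress. After 16 hr compound exposure at 37 °C, luciferase activity was quantified using ONE-Glo.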
TRPV1 ag – human TRPV1 agonism. Q8NER1. TRPV1-expressing cells, Fluo-8 calcium influx, agonist mode. activation, % at 8.33 µM. 0.19% of 320,000 active. AID 540275; in the data active = activation above about 80%; inconclusive = between about 30% and that limit; note: 0% is about no effect
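TRPV1-expressing cells were cultured overnight at 35.5C and loaded with Fluo-8 calcium dye for 40 to 90 min at room temperature. After a 10 s baseline, compound was added and calcium influx was read kinetically for 3 min (ex 480/em 520 nm).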
NPC1 prom act – activators of NPC1 promoter; Huh7 NPC1 promoter luciferase reporter, 24 h; Potency, µM (top dose mostly 9.22 µM), inactives show at the highest dose activation, actives largely listed as activators; 2.4% of 320,000 active;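 note: potency is the fitted concentration of half-maximal effect; % of control where 0% means no effect; nearly all actives have a fitted effect of over 60% in size; reporter is driven by a mutant NPC1 promoter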
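Cells: Huh7 expressing luciferase under the NPC1 promoter, 1500/well. Seeded 2 h, compound added, incubated 24 h at 37 °C. Luciferase reagent, 10 min ambient, then luminescence.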
p53 reactivator – mutant p53 re-activation in reporter cells; H1299 p53-A138V BP100-luciferase reporter, luminescence, 24 h; Potency, µM (series often up to 92.2 µM), for inactives: at the highest dose activity change, positive = activation, usual class: activators; 0.063% of 320,000 active; note: potency is the fitted concentration of half-maximal effect; % of control where 0% means no effect; nearly all actives have a fitted effect of over 45% in size
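p53-null H1299 cells stably carrying temperature-sensitive p53-A138V and a BP100-luciferase reporter were pinned with compounds (4-point, 1:5 series) and held 24 hrs at 37 deg C. Luminescence was read 10 min after detection reagent.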
Tb PFK block – blocks T. brucei phosphofructokinase. O15648. T. brucei PFK, ADP-Glo luminescence. Potency, µM (doses to about 57.5 µM), without a hit: top-dose activity, negative = inhibition, most hits filed as inhibitors. 0.17% of 330,000 active. AID 485367;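 note: potency is the fitted concentration of half-maximal effect; 0% = uninhibited 1x PFK enzyme wells and -100% = no-enzyme wells; nearly all actives have a fitted effect of over 60% in size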
Target sequence (O15648 whole entry, looked up): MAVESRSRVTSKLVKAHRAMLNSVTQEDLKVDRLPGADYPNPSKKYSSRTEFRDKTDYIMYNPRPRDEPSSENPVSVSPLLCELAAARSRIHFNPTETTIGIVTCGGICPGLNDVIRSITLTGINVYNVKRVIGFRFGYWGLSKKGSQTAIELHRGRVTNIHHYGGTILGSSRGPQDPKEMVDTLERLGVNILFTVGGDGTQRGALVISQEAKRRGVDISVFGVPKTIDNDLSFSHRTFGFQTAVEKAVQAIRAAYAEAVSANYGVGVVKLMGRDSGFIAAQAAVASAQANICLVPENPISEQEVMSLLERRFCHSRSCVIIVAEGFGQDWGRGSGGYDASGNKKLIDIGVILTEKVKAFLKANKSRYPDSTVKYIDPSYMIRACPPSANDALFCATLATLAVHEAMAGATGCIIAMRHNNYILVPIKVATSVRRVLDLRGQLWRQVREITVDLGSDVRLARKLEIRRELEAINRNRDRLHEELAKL
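Luminescent ADP detection (ADP-Glo, two-step: ATP depletion then ADP-to-ATP conversion for luciferase) reported PFK activity after 45 min room-temperature reaction of 1.25 nM enzyme with 0.5 mM F6P and 0.1 mM ATP at pH 8.0.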
ELG1 DNA repair – blocks ELG1-dependent DNA repair in HEK293T cells. 2.3% of 330,000 active. HEK293T ELG1-luciferase reporter, luminescence, 16 h; DNA damage induced by 5-fluorouridine. AID 504467. Potency, µM (titrated, usually from 46.1 µM), inactives show top-dose activity change, negative = inhibition, hits mostly inhibitors; note: potency is the fitted concentration of half-maximal effect; % is set by controls: 0 for no effect and ±100 for the full control effect; nearly all actives have a fitted effect of over 55% in size
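Quantitative HTS, concentration-response format. 2,000 cells/well co-treated with 5-fluorouridine and compound, 16 hr in 5% CO2 at 37 °C; ONE-Glo luminescence read after 30 min.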
RORgamma inh – blocks mouse ROR gamma transcriptional activity. Drosophila S2 Gal4-RORgamma UAS-luciferase reporter, 20 h. Potency, µM (highest dose often 53.6 µM), for the others: at the highest dose activity change, negative = inhibition, hits mostly inhibitors. 5.4% of 310,000 active; note: potency is the fitted concentration of half-maximal effect; % is set by controls: 0 for no effect and ±100 for the full control effect; nearly all actives have a fitted effect of over 60% in size
Target sequence (P51450 whole entry, looked up, the tested form may be a part): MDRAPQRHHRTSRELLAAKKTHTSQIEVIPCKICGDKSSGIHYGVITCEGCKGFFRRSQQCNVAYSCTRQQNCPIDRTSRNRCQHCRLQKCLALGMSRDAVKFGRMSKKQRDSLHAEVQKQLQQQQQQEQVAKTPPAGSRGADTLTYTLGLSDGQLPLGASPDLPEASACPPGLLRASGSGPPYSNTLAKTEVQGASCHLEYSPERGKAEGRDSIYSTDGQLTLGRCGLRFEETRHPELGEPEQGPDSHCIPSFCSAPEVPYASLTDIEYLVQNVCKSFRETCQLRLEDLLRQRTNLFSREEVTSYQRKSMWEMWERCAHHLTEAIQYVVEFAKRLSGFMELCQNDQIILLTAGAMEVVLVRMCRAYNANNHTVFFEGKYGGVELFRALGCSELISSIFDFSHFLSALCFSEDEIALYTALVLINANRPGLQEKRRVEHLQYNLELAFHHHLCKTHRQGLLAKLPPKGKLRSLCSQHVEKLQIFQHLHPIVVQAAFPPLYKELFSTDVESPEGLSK
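Using a luciferase readout, inhibitors were identified by reduced reporter activity in Drosophila cells coexpressing a copper-inducible Gal4–ROR gamma fusion and UAS-driven Photinus luciferase, incubated 20 hr after 700 uM copper sulfate.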
* = called active by the depositor; ? = inconclusive; / = not tested or not shown; & = joins results of further samples; [ ] = remark or other dose. Unless noted, calls come from the whole dose curve; as a rule, active = well fitted curve in the direction sought with a large enough effect; inconclusive = small, poorly fitted or top-dose-only effect, or another doubt; inactive = no such curve, though single readings can be large; an effect the other way counts as inactive or inconclusive.

Structure,VP16 counter,Rab9 promoter act,FLuc modulator,BRCA1 expr up,ELG1 genotoxic,TRPV1 ag,NPC1 prom act,p53 reactivator,Tb PFK block,ELG1 DNA repair,RORgamma inh
COc1ccc2c(c1)CC/C(=C/c1ccco1)C2=O,?,3.5µM*,0.67µM*,3.5µM*,?,8,2.2µM*,?,-5%,?,-33%
Cc1cccn2c(=O)c(/C=N/O)c(N3CCCC3)nc12,1%,0%,-1%,-11%,5%,1,-1%,1%,1%,-6%,-9%
COC(=O)c1c(NC(NC(C)=O)C(Cl)(Cl)Cl)sc2c1CCCC2 (configuration not stated),?,-1%,4%,-38%,0%,-1,-1%,19%,-1%,?,12%
O=C(NCCS(=O)(=O)N1CCN(c2ccccc2F)CC1)C1CC(=O)N(c2ccc(F)cc2)C1 (configuration not stated),2%,-1%,-1%&-3%,-5%,3%,0,-3%,-5%,0%,-2%,6%
COC(=O)c1cccc(NC(=O)CCNC(=O)c2ccc([N+](=O)[O-])cc2)c1,-1%,1%,-1%,-3%,0%,1,-4%,-5%,1%,?,9%
O=C(c1cc(F)cc2c1OCOC2)N1CCN(c2ccc(F)cc2)CC1,1%,-2%,-2%,-4%,-1%,2,2%,-5%,0%,9%,9%
COc1ccc(S(=O)(=O)N(CCc2ccccc2)CC(=O)O)cc1OC,-3%,6%,3%,11%,1%,1,-5%,2%,0%,0%,2%
COc1ccc(N(C)C(=O)C2CCN(S(=O)(=O)c3cccc4nsnc34)CC2)cc1,-6%,2%,5%,-16%,-6%,-1,14%,-3%,-1%,4%,6%
Cn1cc(CN(CCO)Cc2cccs2)c(-c2ccccc2F)n1,11%,-5%,-12%,0%,-2%,-2,-1%,8%,-1%,3%,24%
N=c1ccn2c(n1)O[C@H]1[C@H](O)[C@@H](CO)O[C@H]12,5%&-1%,-5%[46.1 µM],1%,-20%,1%,-5,9%[46.1 µM],2%,1%,-18%,-19%&-12%
Cc1cc(=O)n2nc(-c3ccccc3)sc2c1C#N,-6%,15%,-9%,-25%,?,2,23%,3%,0%,?,22%
Nc1nonc1-n1nnc(C(=O)N/N=C/c2c(F)cccc2Cl)c1-c1ccc2c(c1)OCO2,-5%,-4%,1%,-14%,-4%,-3,-11%,2%,0%,4%,-20%

In the list so far, these contain a thiophene ring, fused or not:
Structure,VP16 counter,Rab9 promoter act,FLuc modulator,BRCA1 expr up,ELG1 genotoxic,TRPV1 ag,NPC1 prom act,p53 reactivator,Tb PFK block,ELG1 DNA repair,RORgamma inh
COC(=O)c1c(NC(NC(C)=O)C(Cl)(Cl)Cl)sc2c1CCCC2 (configuration not stated),?,-1%,4%,-38%,0%,-1,-1%,19%,-1%,?,12%
Cn1cc(CN(CCO)Cc2cccs2)c(-c2ccccc2F)n1,11%,-5%,-12%,0%,-2%,-2,-1%,8%,-1%,3%,24%

Later entries.
Structure,VP16 counter,Rab9 promoter act,FLuc modulator,BRCA1 expr up,ELG1 genotoxic,TRPV1 ag,NPC1 prom act,p53 reactivator,Tb PFK block,ELG1 DNA repair,RORgamma inh
O=C(Cc1c(F)cccc1Cl)N1CCCC1,1%,9%,0%,7%,-1%,3,-2%,-6%,-3%,3%,4%
O=C(Cn1cc(Cl)c([N+](=O)[O-])n1)NCCC1=CCCCC1,5%,-2%,-3%,36%,0%,1,-5%,15%,0%,20%,15%
Cc1cc(Cl)c(S(=O)(=O)N2CCCC2)cc1OCC(=O)NC1CCCCC1,?,-10%,0%,-67%,-5%,27,0%,-1%,1%,13µM*,?
CCN(CC)CC#Cc1ccc(C)cc1,-3%,0%,0%,-1%,-2%,1,-4%,-1%,-7%,11%,-8%
O=c1oc2ccccc2c(Nc2ccc(O)cc2)c1[N+](=O)[O-],-16%,0%,-7%,-48%,1%,-4,-2%,-2%,3%,-20%,11%
Cc1ccc(CS(=O)Cc2ccc(C(=O)NCc3ccc4c(c3)OCO4)o2)cc1 (configuration not stated),-2%,0%,-1%,0%,-4%,-2,-2%,-3%,1%,0%,24%
COc1ccc(/C=N/OCC(=O)OCC(=O)N(C)c2ccccc2)cc1,/,-2%,?,31%,-1%,-1,-3%,-4%,-4%,17%,/
CCc1nnc(NC(=O)CSc2nnc(Cc3ccc(OC)cc3)o2)s1,10%,2%,0%,-18%,1%,0,0%,-1%,-2%,7%,-17%
CC(C)C12CN3CCN(CC(C3)/C1=N\NC(=O)Nc1ccccc1)C2,-5%,-1%,-2%,-14%,0%,1,6%,-1%,2%,5%,2%
Cc1cc2sc(NC(=O)c3ccco3)nc2cc1Cl,/,1.1µM*,1.3µM*,?,?,14,1.4µM*,/,0%,?,/
CCCCc1cc(=O)oc2c(CN(CC)CC)c(O)c(Cl)cc12,-2%,14%,3%,11%,1%,-3,-2%,-1%,-4%,1%,39%
CCOc1ccc(CCNC(=O)COC(=O)c2ccc(C)c([N+](=O)[O-])c2)cc1OCC,-6%,-3%,1%,-1%,5%,-2,2%,4%,-2%,-8%,2%
C/C(=N\NC(=O)c1ccc(NS(=O)(=O)c2cccs2)cc1)c1cccs1,9%,2%,-19%,-3%,3%,2,-6%,-5%,17%,0%,?
CCOC(=O)c1ccc(N2C(=O)c3n[nH]c(C)c3C2c2ccccc2)cc1 (configuration not stated),-6%,-3%,1%,2%,0%,5,8%,-5%,1%,?,-1%[10 µM]
O=C(c1ccco1)N1CCN(C(=O)N2CCCC2)CC1,-16%,-4%,-1%,-4%,-2%,-6,-5%,3%,0%,13%,-4%
Cc1ccc(-c2cc(C(=O)Nc3nn[nH]n3)c3ccccc3n2)cc1,-3%,3%,3.8µM*,0%,-2%,-1,7%,-2%,-9%,14%,-10%
CCOc1ccccc1N(CC(=O)Nc1ccccc1)S(=O)(=O)c1ccccc1,-11%,-1%,0%,-25%,-5%,?,-5%,-2%,-4%,?,2%
O=C1CSC(c2ccccc2)N1Nc1nc(N2CCOCC2)nc(N2CCOCC2)n1 (configuration not stated),-12%,-9%,-1%,0%,-1%,-7,-8%,-3%,-13%,6.5µM*,27%
CC1(OC(=O)C2CCCC2)C(=O)C=C2C=C(c3ccsc3)N(CCc3ccccn3)C=C2C1=O (configuration not stated),-3%,-1%,8%,-9%,0%,-4,-5%,-3%,1%,2%,-5%
FC(F)Oc1ccc(NC(=S)NCc2ccccc2)cc1,?,-2%,-5%,2%,0%,?,2%,2%,0%,9%,13µM*
CCCC(=O)Nc1ccc2c(c1)nc1n2CCSC1,-22%,?,?,74%,?,-3,?,15%,-1%,?,-11%
CCOc1ccc(Br)cc1S(=O)(=O)Nc1cccc(S(=O)(=O)N(CC)CC)c1,4%,0%,-17%,-10%,-7%,6,-1%,-8%,0%,-13%,32%
CCC(C(=O)N1CCC(N2CCCCC2)CC1)n1nc(C)c2sc3ccccc3c2c1=O (configuration not stated),-3%,-2%,0%,5%,1%,-1,1%,2%,-3%,9%,1%
O=C(NC1CCCC1)C(c1ccsc1)N(CCc1ccccc1)C(=O)Cc1cccs1 (configuration not stated),?,-2%,0%,2%,9%,2,-5%,9%,0%,25%,-19%
Cc1ccc2cccc(Oc3nnnn3-c3ccccc3)c2n1,3%,-1%,0%,-22%,-7%,2,0%,3%,-5%,9%,?
CCOC(=O)C1CN(S(=O)(=O)c2ccccc2)C1,0%,-2%,1%,-27%,-1%,2,-5%,-3%,0%,-1%,2%
CCc1nnc(NS(=O)(=O)c2ccc(N/C=C\C(=O)c3cccc4ccccc34)cc2)s1,9%,-1%,-5%,-10%,1%,6,0%,-7%,1%,-6%,-7%[10 µM]
O=C(NCC1COc2ccccc2O1)c1cccc(S(=O)(=O)N2CCOCC2)c1 (configuration not stated),/,-1%,/,-1%,-1%,?,1%,-10%,-7%,-7%,/
Cc1cc(C(F)(F)F)nn2cnnc12,-12%,-1%,-2%,0%,11%,-1,-4%,-4%,1%,6%,-19%
CC(C)c1ccc(-c2c(C#N)c(N)nc3c2CCCCC3)cc1,-22%,0%,1%,-24%,4%,-2,6%,-3%,-3%,18%,-45%
COc1cc(OC)c(OC)cc1/C=N/NC(=O)c1ccc(=O)n(C)c1,2%,-3%,1%,4%,-1%,2,-3%,-8%,4%,-12%,-8%
O=C(CSc1nnc(NC(=O)C2CC2)s1)Nc1ccccc1C(F)(F)F,-10%,-11%,-1%,-13%,10%,0,0%,-7%,-4%,-17%,-14%
COc1ccc(/C=C/C2=Nc3ccccc3NC(C)(C)C2)cc1OC,?,?,6µM*,61%,-5%,11,29%,10%,3%,?,34%

From PubChem BioAssay
